Screening results: PubChem BioAssay, National Center for Advancing Translational Sciences (NCATS)
USP1 inh = blocks the human USP1/UAF1 deubiquitinase complex. AID 743255. Potency, µM (top dose mostly 57.1 µM), for the others: top-dose activity change, negative = inhibition, usual class: inhibitors. 390,000 compounds, 0.23% hits. recombinant USP1/UAF1, Ub-Rhodamine cleavage fluorescence; note: potency is the fitted concentration of half-maximal effect; % is set by controls: 0 for no effect and ±100 for the full control effect; nearly all actives have a fitted effect of over 60% in size; inactives centre near -12
Target sequence (O94782 whole entry, looked up): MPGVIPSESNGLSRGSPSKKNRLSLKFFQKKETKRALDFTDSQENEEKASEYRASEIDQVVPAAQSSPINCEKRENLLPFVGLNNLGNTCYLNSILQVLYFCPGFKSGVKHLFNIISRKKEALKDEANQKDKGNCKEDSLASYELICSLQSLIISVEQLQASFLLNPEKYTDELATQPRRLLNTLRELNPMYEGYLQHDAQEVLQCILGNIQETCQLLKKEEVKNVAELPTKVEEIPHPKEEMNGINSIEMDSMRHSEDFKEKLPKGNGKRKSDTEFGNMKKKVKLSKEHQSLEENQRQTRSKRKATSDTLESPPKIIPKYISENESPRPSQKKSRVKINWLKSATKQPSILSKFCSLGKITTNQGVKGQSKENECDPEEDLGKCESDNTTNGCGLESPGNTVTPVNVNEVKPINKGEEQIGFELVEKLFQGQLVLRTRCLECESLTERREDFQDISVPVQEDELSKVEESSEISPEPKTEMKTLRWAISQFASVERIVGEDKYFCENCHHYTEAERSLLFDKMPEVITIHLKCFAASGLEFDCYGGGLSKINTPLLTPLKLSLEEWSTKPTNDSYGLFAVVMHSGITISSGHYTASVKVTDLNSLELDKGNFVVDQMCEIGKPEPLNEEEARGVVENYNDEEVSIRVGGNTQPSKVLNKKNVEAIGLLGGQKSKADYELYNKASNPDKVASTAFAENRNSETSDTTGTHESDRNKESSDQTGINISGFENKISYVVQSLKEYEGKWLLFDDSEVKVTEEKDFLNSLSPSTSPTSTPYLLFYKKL
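High-throughput fluorogenic screen: 1nM USP1/UAF1 complex, Ub-Rho substrate 150nM final, 50mM HEPES pH 7.8 with 0.5mM EDTA, 0.1 mg/ml BSA, 1mM TCEP and 0.01% Tween-20.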
mIDH1 inhibitor = human IDH1 R132H inhibition. O75874. IDH1-R132H enzyme, NADPH consumption, diaphorase/resazurin fluorescence. 390,000 compounds, 0.093% hits. Potency, µM (highest dose often 76.6 µM), inactives show at the top dose activity change, negative = inhibition, hits mostly inhibitors. AID 602179; note: potency is the fitted concentration of half-maximal effect; % is set by controls: 0 for no effect and ±100 for the full control effect; nearly all actives have a fitted effect of over 65% in size
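IDH1-R132H (0.5 ug/mL dispensed) in pH 7.5 Tris buffer was preincubated 30 min with compound, then given a substrate mix of 0.016 mM NADPH and 2 mM alpha-KG for 80 min at room temperature; remaining NADPH was read by diaphorase/resazurin fluorescence.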
RXFP1 agonist = activates the human relaxin receptor RXFP1 | Q9HBX9 | HEK293T-RXFP1 cAMP TR-FRET, 30 min; response scale: percent of porcine relaxin response, buffer zero | Potency, µM (doses to about 57.5 µM), inactives show top-dose activation, actives largely listed as activators | 370,000 compounds, 0.3% hits; note: potency is the fitted concentration of half-maximal effect; % is set by controls: 0 for no effect and ±100 for the full control effect; nearly all actives have a fitted effect of over 60% in size; many of its hits are not listed in these tables
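HEK293T cells stably expressing RXFP1 were pretreated with the PDE4 inhibitor Ro 20174, exposed to compounds for 30 min at 37C, lysed, and cAMP was read by TR-FRET. Data normalized to buffer (basal) and 29 nM porcine relaxin (100%).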
LDHA inh = inhibitors of human lactate dehydrogenase A; P00338; purified LDHA, NADH/diaphorase-resazurin fluorescence; stronger effect = lower value; activity change, % (values are at about 110 or 230 µM); 480,000 compounds, 0.15% hits; in the data active = activity change below about -30%; inconclusive = mostly about -25% to -30%;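 note: plate controls were DMSO wells for no effect and wells without enzyme for full effect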
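Human LDH5 at 2 nM final in Tris HCl pH 7.4 with 0.06 mM NADH and 0.2 mM pyruvate, reacted 5 minutes at room temperature. Remaining NADH coupled via diaphorase/resazurin; resorufin fluorescence read at 0 and 20 minutes, normalized to enzyme-free and DMSO wells.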
Glioma ERSR ind = inducers of ER stress response in human glioma cells. U87-MG GRP78 promoter luciferase reporter, 16 h. Potency, µM, for the others: top-dose activation, most hits filed as activators. 420,000 compounds, 0.02% hits. AID 602332; note: potency is the fitted concentration of half-maximal effect; series mostly up to about 76 µM; % of control where 0% means no effect; nearly all actives have a fitted effect of over 35% in size
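ERSR induction read as luciferase luminescence (Bright-Glo, 10 min at room temperature) in stably transfected human U87-MG glioma cells exposed to compounds for 16 h, using GRP78 as sensor.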
PI4K2A inh = inhibitors of human PI4K2A; Q9BTU6; purified PI4K2A, ADP-Glo luminescence, 1 h; stronger effect = lower value; activity change, negative = inhibition, % at 76.9 µM; 420,000 compounds, 0.13% hits; AID 1346378; in the data active = activity change below about -50%; inconclusive = mostly about -30% to -49%;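 note: -100% = wells without enzyme as full effect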
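PI4K2A activity was measured by ADP-Glo luminescence: enzyme (4 ug/mL stock) and phosphatidylinositol (1.2 mM stock) in Tris pH 7.5/MgCl2/EGTA/Triton X-100 buffer were reacted with ATP (300 microM stock) for one hour at ambient temperature.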
TrxR1 substrate = is turned over as a substrate by rat TrxR1. purified TrxR1 substrate turnover, NADPH consumption readout. 390,000 compounds, 0.01% hits. O89049. Potency, µM (titrated, usually from 114 µM), for the others: at the top dose activity change, negative = substrate turnover. AID 588456; note: potency is the fitted concentration of half-maximal effect; % is set by controls: 0 for no effect and ±100 for the full control effect; nearly all actives have a fitted effect of over 50% in size
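Rat TrxR1, dispensed at 90 nM, was prereduced with 400 uM NADPH (final) for 5 min at ~22 deg C, then incubated with compound 15 min before 400 uM selenite. A first-read NADPH fluorescence drop versus no-compound background flagged substrates.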
Vif-APOBEC3G blk = Vif-A3G binding inhibition; Q9HC16; HeLa A3G-eYFP + Vif (tagged APOBEC3G with the HIV-1 protein that degrades it), YFP fluorescence, overnight; Potency, µM (top dose mostly 46.1 µM), inactives show top-dose activity, negative = active, hits mostly inhibitors; 410,000 compounds, 0.076% hits;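 note: potency is the fitted concentration of half-maximal effect; % is set by controls: 0 for no effect and ±100 for the full control effect; nearly all actives have a fitted effect of over 60% in size; hits raise eYFP signal because A3G escapes Vif-driven loss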
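HeLa cells stably expressing Vif and C-terminally eYFP-tagged A3G, seeded overnight at 37 deg C, then exposed to compound by pintool overnight at 37 deg C. Rise in yellow fluorescence (Ex 488/Em 500-530, Acumen) marks blocked Vif-driven A3G degradation.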
Vif-APOBEC3F blk = Vif-A3F binding inhibition; AID 602313; Potency, µM (highest dose often 46.1 µM), for the others: top-dose activity, negative = active; 390,000 compounds, 0.2% hits; HeLa A3F-eYFP + Vif (tagged APOBEC3F with the HIV-1 protein that degrades it), YFP fluorescence increase; note: potency is the fitted concentration of half-maximal effect; % of control where 0% means no effect; nearly all actives have a fitted effect of over 65% in size
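Fluorescence increase (Ex 488/Em 500-530) after overnight compound treatment at 37 deg C flags inhibition of Vif-driven A3F-eYFP loss in stable HeLa A3F-eYFP/Vif cells seeded overnight beforehand.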
Starred values were filed as active, the others as inactive; ? = inconclusive; nt = no result given; & = joins results of further samples; [ ] = remark or other dose. Unless noted, calls come from the whole dose curve; as a rule, active = well fitted curve in the direction sought with a large enough effect; inconclusive = small, poorly fitted or top-dose-only effect, or another doubt; inactive = no such curve, though single readings can be large; an effect the other way counts as inactive or inconclusive. These rows are one share of the data. The share of hits here may be higher or lower than overall.

compound,USP1 inh,mIDH1 inhibitor,RXFP1 agonist,LDHA inh,Glioma ERSR ind,PI4K2A inh,TrxR1 substrate,Vif-APOBEC3G blk,Vif-APOBEC3F blk
CC(C)(C)OC(=O)C[C@@H]1C/C=C\C[C@@H](CC(=O)NCCO)C(=O)NC[C@H](c2ccccc2)OC1=O,-16%,-8%,nt,-3,-6%,-2,5%[57.1 µM],0%,1%
CCOc1ccc(N2CC(C(=O)N3CCc4ccccc43)CC2=O)cc1 (configuration not stated),-7%,2%,2.1%,-14,-2%,-1,-3%,-5%,1%
Cc1ccc(C(c2sc3ncnn3c2O)N2CC(C)CC(C)C2)cc1 (configuration not stated),-7%,11%,3.0%,0,-4%,45,-3%[57.1 µM],-9%,8%
COc1ccc(C(CNC(=O)c2cccc(Br)c2)N2CCCC2)cc1 (configuration not stated),-18%,8%,1.3%,-19,-1%,1,-1%,0%,-10%
COc1ccc(C(C(=O)NC(C)(C)C)N(Cc2ccc(C)cc2)C(=O)CCC(=O)Nc2cc(C)on2)cc1 (configuration not stated),-11%,17%,-0.6%,-5,-1%,-2,7%,0%,2%
COc1cc(C(C)=O)ccc1OCC(=O)Nc1cc(S(=O)(=O)N2CCOCC2)ccc1N1CCCC1,-10%,7%,nt,3,-2%,-1,2%,-2%,0%
Cc1ccc(C(=O)NCCC(C)C)cc1NC(=O)c1nsc2ccccc12,-4%,0%,3.3%,-2,-4%,4,2%[57.1 µM],-1%,4%
COCCN1Cc2cccc(C(=O)NCCCN3CCCC3=O)c2C1=O,-7%,-5%,-0.8%,-7,0%,-6,7%,-3%,2%
CC1CN(C(=O)c2ccccc2Sc2ccccc2C#N)CC(C)O1 (configuration not stated),1%,3%,0.3%,-5,-4%,8,-4%,4%,7%
CC(C)(C)OC(=O)N(CCc1ccccc1)Cc1ccccc1OCc1cccc(NC(=O)C2CC2)c1,-15%,6%,nt,0,1%,0,-7%,1%,0%
Cc1ccc(-n2c(C)cc(C(=O)OCC(=O)N(C)C3CCS(=O)(=O)C3)c2C)cc1 (configuration not stated),1%,0%,-0.9%,-2,4%,6,-13%,2%,-18%
O=C(CSC(=S)N1CCCC1)NCC(=O)Nc1ccc(F)c(F)c1,-3%,0%,0.7%,-7,-6%,1,-2%,2%,-10%
COc1cc(NC(=O)c2cc(S(=O)(=O)N3CCc4ccccc43)cn2C)cc(OC)c1OC,?,-14%&-3%,6.3%&6.7%,-5&-4,-3%&1%,-2&0,3%&19%,2%&1%,-6%&0%
Cc1ccc(S(=O)(=O)N2CCC(C)CC2)cc1C(=O)NCc1ccccn1,-4%,10%,3.7%,4,-4%,18,1%[57.1 µM],-2%,-3%
COCCN1C(=O)N(c2ccc(Cl)cc2)C(=O)C1CC(=O)Nc1cc(OC)cc(OC)c1 (configuration not stated),-10%,2%,5.0%,-4,-1%,-13,9%[57.1 µM],-10%,10%
CC(C)N(Cc1nc(-c2ccccc2)no1)S(=O)(=O)c1ccccc1,-3%,11%,-0.3%,-6,-2%,-2,-2%[57.1 µM],5%,3%
Cc1ccc(C)c(NC(=O)NNC(=O)c2cc3occc3[nH]2)c1,-18%,-1%,0.8%,-2,-3%,-4,-3%,0%,-14%
CC1(C)Cc2c(sc(NC(=O)c3ccc(S(=O)(=O)N4CCCCCC4)cc3)c2C(N)=O)C(C)(C)N1,-21%,-4%,1.4%,-7,-7%,0,13%,-14%,-7%
CCCCNC(=O)c1cn(CC)c2ccc(S(=O)(=O)N3CCCC3)cc2c1=O,-9%,-2%,0.6%,0,0%,-3,-6%,-10%,-16%
CCOc1ccc(CCNC(=O)C2CCCN2C(=O)OCc2ccccc2)cc1OCC (configuration not stated),3%,0%,-0.8%,-10,-3%,-1,4%,2%,4%
O=C(c1nnc(Cc2ccc(Cl)cc2)o1)N1CCc2ccccc2C1,?,6%,2.8%,1,-1%,-11,3%,-12%,1%
Cc1cccc(NC(=O)C2CCN(S(=O)(=O)c3ccc4c(c3)OCCCO4)CC2)n1,-25%,-1%,1.8%,-1,2%,-1,0%[57.1 µM],0%,0%
Cn1ncc(N=Cc2ccccc2O)c1C(=O)N1CCOCC1,-23%,11%,0.0%,2,-1%,3,-7%,0%,10%
Cc1ccc(S(=O)(=O)N2CCN(c3nc(-c4cccs4)nc(C)c3C)CC2)cc1,nt,nt,nt,-4,-3%,nt,2%,0%,nt
Cn1c(=O)cc(N2CCOCC2)[nH]c1=O,-18%,5%,-3.3%,2,-2%,-10,0%[57.1 µM],-4%,-5%
O=C1C2C3CCC(C3)C2C(=O)N1Cc1ccco1 (configuration not stated),-3%,-2%,2.6%,-3,-4%,-4,-8%,-5%,2%
CC(C)Nc1nc(NC(N)=S)nc(NC(C)C)n1,-7%,5%,-1.2%,-3,-5%,0,-12%,3%,-7%
CCNC(=O)CC1C(=O)N(c2ccccc2)C(=O)N1CCOC (configuration not stated),-7%,-7%,0.5%,0,-4%,-7,9%,2%,4%
CN(Cc1cn(C)nc1-c1ccc(Oc2ccccc2)cc1)C1CCOC1 (configuration not stated),-23%,1%,4.3%,0,-1%,2,2%,-3%,4%
O=C(c1cnc(N2CCN(c3ncccn3)CC2)c2ccccc12)N1CCN(c2ncccn2)CC1,-18%,-1%,2.4%,1,-14%,3,0%[57.1 µM],0%,-1%
c1ccc(OC2CCCCC2N2CCOCC2)cc1 (configuration not stated),?,-15%,nt,-11,-4%,8,nt,1%,1%
Cc1cc(C)cc(C(=O)NCC(c2ccc(N(C)C)cc2)N2CCCC2)c1 (configuration not stated),-12%,5%,0.3%,-2,-3%,-1,3%[57.1 µM],5%,0%
O=C(c1cc(-c2ccc(Cl)cc2)on1)N1CCCCCC1,-19%,2%,0.3%,0,3%,-13,9%[57.1 µM],-1%,13%
COc1cccc(NS(=O)(=O)c2ccc(Br)s2)c1,-10%,2%,0.0%,-1,-1%,-1,1%,-3%,-9%
CCOC(=O)CSc1nc2ccc(N)cc2s1,-24%,13%,0.4%,4,0%,1,-4%,0%,nt
CCN(C(=O)COc1cccc2cccnc12)C1CCS(=O)(=O)C1 (configuration not stated),-1%,7%,2.9%,12,3%,-3,8%[57.1 µM],1%,-1%
Cc1ccc(C(=O)Nc2ccc(S(=O)(=O)N3CCc4ccccc43)cc2)o1,-13%,3%,-0.6%,-11,-2%,-2,-10%,2%,-2%
Cn1cc(CNC(=O)C2CCC(=O)N(Cc3ccc(Cl)cc3)C2)cn1 (configuration not stated),-13%,-9%,0.6%,-1,-1%,7,-9%,1%,1%
COc1ccc(OCc2cc(C(=O)N(C)Cc3cnccn3)no2)c(Cl)c1,1%,2%,1.1%,-2,0%,-3,-1%,1%,-4%
O=C(NCc1cccnc1)Nc1ccc(Br)cc1,-24%,-14%,2.6%,-3,2%,-1,2%,-1%,-4%
O=C(Nn1cnnc1)c1ccc(Br)s1,-3%,-4%,0.5%,-9,-4%,-8,11%,1%,5%
COC(=O)c1cc(S(=O)(=O)N2CCCCCC2)cn1C,-17%,-1%,-0.4%,-2,-4%,0,4%,1%,-12%
Cn1c(N2CCOCC2)c(/C=N/O)c2ccccc21,-2%,0%,-3.1%,-10,0%,1,-5%,1%,-8%
COc1cc(NC(=O)c2ccc(OC)c([N+](=O)[O-])c2)ccc1NC(=O)c1ccco1,-2%,-2%,0.7%,-3,-2%,-4,-4%,-11%,9%
COc1ccc(NC2=C(C(C)=O)C(c3ccc(N(C)C)cc3)C(C(C)=O)C(C)(O)C2)cc1 (configuration not stated),-5%,4%,-2.2%,4,-5%,-3,-4%,0%,-4%
O=C(NNC(=O)c1cc(-c2ccccc2)nc2ccccc12)c1csc(N2CCOCC2)n1,1%,-6%,1.0%,-2,-2%,1,-9%,-8%,12%
Cc1ccc(C(=O)NC(C)c2ccc(S(N)(=O)=O)cc2)s1 (configuration not stated),-12%,4%,-1.8%,-5,-3%,5,-3%,1%,6%
Cc1cc(/C=C2/NC(=S)NC2=O)c(C)n1-c1cccnc1,-18%,-1%,1.7%,-1,3%,-2,-10%,-9%,?
COc1ccc(Cl)cc1NC(=O)COC(=O)c1cc(NS(=O)(=O)c2cccs2)ccc1O,-10%,5%,2.0%,0,-3%,0,-3%[57.1 µM],-4%,-10%
Cc1ccc(NC(=O)COC(=O)c2cccc3c2C(=O)c2ccccc2C3=O)c(C)c1,-22%,7%,2.4%,-3,-3%,3,-8%,1%,-6%
O=C(COc1ccc(Cl)cc1)NCCNc1ccc([N+](=O)[O-])cc1,-14%,11%,-1.2%,-2,-1%,0,-1%,1%,12%
